Candida biofilm: kills Candida albicans biofilms; inhibition, % at 6 µM; AID 834; actives 0.14% (n = 85,000); C. albicans biofilm + clotrimazole, Alamar Blue;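 active = inhibition above 20%; inactive = inhibition below 20%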;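 note: preformed 24 hr biofilms exposed to compound for 48 hr; 0% = biofilm without compound and 100% = blank killed by clotrimazole plus chlorhexidine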
Rev-RRE block: disrupts HIV-1 Rev binding to RRE RNA; Rev peptide-RRE RNA binding, FRET; inhibition, % at 8 µM; actives 0.79% (n = 97,000);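 active = inhibition above the screen-wide mean plus 3 SD, cut at about 35% in these data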;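 note: 0% = median DMSO wells and 100% = median Neomycin B control wells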
Target sequence (P05866 whole entry, looked up): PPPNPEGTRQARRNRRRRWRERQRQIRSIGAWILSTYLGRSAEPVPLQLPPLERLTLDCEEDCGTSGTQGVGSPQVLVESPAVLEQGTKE
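assay system = Cy5-tagged RRE RNA duplex with fluorescein-tagged Rev peptide | incubation = 5 + 15 min at 25 °C | also added = labelled Rev peptide | measure = % inhibition of FRET ratio versus controls | benchmarks = DMSO wells as 0% and neomycin B wells as 100% inhibition | measured by = FRET fluorescence readout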
LYP inh 2: LYP (human) phosphatase inhibition; Q9Y2R2; inhibition, % at 2 µM; actives 0.21% (n = 96,000); recombinant LYP catalytic domain, DiFMUP fluorescence;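 active = inhibition at 2 µM at or above a set limit, the screen mean plus 3 SD, cut at about 24% in these data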;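 note: 0% = DMSO with enzyme and 100% = enzyme fully blocked by orthovanadate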
CYP2C9 inhib: human CYP2C9 inhibition; P11712; CYP2C9 Supersomes, luciferin-H conversion, luminescence; inhibition, % at 5 µM; actives 20% (n = 96,000); AID 777;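 active = blocking of liver enzyme CYP2C9 beyond about 50% at 5 µM, limit read from the data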; note: values of inactives mirror those of a sister screen read the other way
PLK1 kinase inh: inhibitors of human PLK1 kinase | inhibition, % at 10 µM | AID 619 | actives 0.53% (n = 97,000) | recombinant PLK1 kinase, TR-FRET peptide phosphorylation;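 active = inhibition of 50% or more in the single-concentration screen; inactive = inhibition below 50%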;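 note: 0% = DMSO max control and 100% = H-89 dihydrochloride min control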
EphB4 ephrin blk: EphB4-ephrin-B2 interaction antagonism; P54760; EphB4 LBD / TNYL-RAW-Alexa532 peptide, fluorescence polarization; inhibition, % at 7 µM; actives 0.15% (n = 97,000);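 active = inhibition above the screen-wide mean inhibition plus 3 SD, cut at about 15% in these data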;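 note: 0% = DMSO wells and 100% = excess unlabeled TNYL-RAW peptide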
Target sequence (P54760 whole entry, looked up, the tested form may be a part): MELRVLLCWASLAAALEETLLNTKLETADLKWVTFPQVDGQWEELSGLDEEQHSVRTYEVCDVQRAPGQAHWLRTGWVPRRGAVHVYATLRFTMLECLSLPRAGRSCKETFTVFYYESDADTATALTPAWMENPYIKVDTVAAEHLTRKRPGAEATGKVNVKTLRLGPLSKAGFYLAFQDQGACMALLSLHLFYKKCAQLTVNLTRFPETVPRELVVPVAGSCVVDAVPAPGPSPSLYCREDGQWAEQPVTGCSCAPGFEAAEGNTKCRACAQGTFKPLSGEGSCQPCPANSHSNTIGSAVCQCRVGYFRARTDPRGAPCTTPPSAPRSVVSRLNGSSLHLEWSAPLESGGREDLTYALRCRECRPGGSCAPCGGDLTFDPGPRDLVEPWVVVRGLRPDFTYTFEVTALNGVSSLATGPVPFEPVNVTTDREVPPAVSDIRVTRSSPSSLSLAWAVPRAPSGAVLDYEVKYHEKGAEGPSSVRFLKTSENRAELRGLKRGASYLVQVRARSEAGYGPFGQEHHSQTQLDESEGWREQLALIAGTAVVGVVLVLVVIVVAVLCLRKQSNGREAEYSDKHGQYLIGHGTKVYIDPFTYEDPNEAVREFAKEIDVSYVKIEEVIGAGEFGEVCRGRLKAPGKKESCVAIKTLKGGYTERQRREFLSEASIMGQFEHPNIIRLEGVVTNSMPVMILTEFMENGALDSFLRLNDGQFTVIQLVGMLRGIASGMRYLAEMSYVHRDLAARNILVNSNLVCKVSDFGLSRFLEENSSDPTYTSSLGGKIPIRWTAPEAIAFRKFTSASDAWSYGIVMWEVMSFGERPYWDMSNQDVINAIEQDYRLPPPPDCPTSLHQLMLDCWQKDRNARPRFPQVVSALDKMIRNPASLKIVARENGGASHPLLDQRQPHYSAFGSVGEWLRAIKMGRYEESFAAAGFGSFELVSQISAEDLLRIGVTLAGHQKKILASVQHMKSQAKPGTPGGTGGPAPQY
LYP act: activators of human LYP (PTPN22) phosphatase. Q9Y2R2. recombinant LYP, DiFMUP fluorescence; 0 = plate median, 100 = signal doubled. actives 0.11% (n = 96,000). AID 697. activation, % at 2 µM;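 active = activation at 2 µM above a set limit, the mean plus 5 SD, cut at about 37% in these data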
CYP2C9 act: increases human cytochrome P450 2C9 activity. P11712. recombinant CYP2C9, luciferin-H conversion, luminescence; hits give high values; factor 1 = untreated enzyme, 0 = blocked. activation factor at 5 µM. actives 1.4% (n = 96,000). AID 1024;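 active = activation factor of 2 or more for CYP2C9 at a 5 µM dose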;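 note: 0 = sulfaphenazole-blocked wells and 1 = vehicle-only wells; values of inactives mirror those of a sister screen read the other way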
PLK1 PBD inh: blocks phosphopeptide binding to human Plk1 polo box domain | Plk1 PBD phosphopeptide binding, fluorescence polarization | actives 0.13% (n = 97,000) | AID 693 | inhibition, %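 (tested at about 20 µM)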; in the data active = inhibition above about 34%, passing the limit was not always enough
* hit, by the source's call.

How did Cc1ccccc1OCC(=O)Nc1ccccc1CO do in these assays?
Candida biofilm: 0; Rev-RRE block: 7; LYP inh 2: 2; CYP2C9 inhib: 19; PLK1 kinase inh: -5; EphB4 ephrin blk: 5; LYP act: -3; CYP2C9 act: 0.8; PLK1 PBD inh: -9

How did CCOC(=O)c1[nH]c(C)c(/C(O)=C2\C(=O)C(=O)N(CCN(C)C)C2c2ccncc2)c1C (stereo not drawn) do in these assays?
Candida biofilm: 8; Rev-RRE block: 4; LYP inh 2: 5; CYP2C9 inhib: 21; PLK1 kinase inh: -3; EphB4 ephrin blk: -7; LYP act: -6; CYP2C9 act: 0.8; PLK1 PBD inh: -5

What do the screens show for `Cc1nc2c3cnn(-c4ccccc4)c3ncn2n1`?
Candida biofilm: -5; Rev-RRE block: 13; LYP inh 2: 8; CYP2C9 inhib: 6; PLK1 kinase inh: -6; EphB4 ephrin blk: 3; LYP act: -6; CYP2C9 act: 0.9; PLK1 PBD inh: 4

How did Cc1nn(Cc2ccccc2Cl)c2sc(C(=O)OC3CCCC3=O)cc12 (stereo not drawn) do in these assays?
Candida biofilm: 5; Rev-RRE block: 4; LYP inh 2: -2; CYP2C9 inhib: 84*; PLK1 kinase inh: -1; EphB4 ephrin blk: 4; LYP act: -1; CYP2C9 act: 0.2; PLK1 PBD inh: 16

Results for CN(C)CCCNCCCCNC(=O)/C=N/O ?
Candida biofilm: -1; Rev-RRE block: 10; LYP inh 2: -6; CYP2C9 inhib: -11; PLK1 kinase inh: -16; EphB4 ephrin blk: 4; LYP act: 2; CYP2C9 act: 1.1; PLK1 PBD inh: 1

Results for COC(=O)c1[nH]c(C)c(/C(O)=C2\C(=O)C(=O)N(CCN(C)C)C2c2cc(OC)ccc2OC)c1C (stereo not drawn) ?
Candida biofilm: 5; Rev-RRE block: 3; LYP inh 2: -7; CYP2C9 inhib: -20; PLK1 kinase inh: -13; EphB4 ephrin blk: 6; LYP act: 5; CYP2C9 act: 1.2; PLK1 PBD inh: -1

What do the screens show for `CC(C)NC(=O)C(Sc1ccccc1)c1ccccc1` (stereo not drawn)?
Rev-RRE block: 1; LYP inh 2: 1; CYP2C9 inhib: 62*; PLK1 kinase inh: -16; EphB4 ephrin blk: 2; LYP act: -5; CYP2C9 act: 0.4; PLK1 PBD inh: -22

What do the screens show for `FC(F)Oc1cccc2cccnc12`?
Candida biofilm: 3; Rev-RRE block: 4; LYP inh 2: -8; PLK1 kinase inh: -3; EphB4 ephrin blk: -2; LYP act: 5; PLK1 PBD inh: 17

How did O=C1CCc2cc(S(=O)(=O)N3CCC(C(=O)NC4CCCCCCC4)CC3)ccc2N1 do in these assays?
Candida biofilm: 7; Rev-RRE block: 3; LYP inh 2: -10; CYP2C9 inhib: 57*; PLK1 kinase inh: 11; EphB4 ephrin blk: -10; LYP act: 6; CYP2C9 act: 0.4; PLK1 PBD inh: -34

How did Cc1ccc(-c2nn(CC(=O)NCC3CCCO3)c(=O)c3ccccc23)cc1 (stereo not drawn) do in these assays?
Candida biofilm: 4; Rev-RRE block: -2; LYP inh 2: -5; CYP2C9 inhib: 16; PLK1 kinase inh: -15; EphB4 ephrin blk: 4; LYP act: 4; CYP2C9 act: 0.8; PLK1 PBD inh: -8

Results for O=C(CCCCn1c(=O)[nH]c2ccccc2c1=O)NCc1ccc2c(c1)OCO2 ?
Candida biofilm: -5; Rev-RRE block: 3; LYP inh 2: -6; CYP2C9 inhib: 69*; PLK1 kinase inh: -14; EphB4 ephrin blk: 2; LYP act: 4; CYP2C9 act: 0.3; PLK1 PBD inh: -16

What do the screens show for `Cc1ccc(CNC(=O)CN(Cc2ccccc2)S(C)(=O)=O)cc1`?
Candida biofilm: 3; Rev-RRE block: 0; LYP inh 2: -8; PLK1 kinase inh: -9; EphB4 ephrin blk: 1; LYP act: 1; PLK1 PBD inh: 15

Results for NC(=O)C1(N2CCCCC2)CCN(Cc2ccc(F)cc2)CC1 ?
Candida biofilm: 7; Rev-RRE block: 4; LYP inh 2: 3; CYP2C9 inhib: -2; PLK1 kinase inh: -5; EphB4 ephrin blk: -1; LYP act: -4; CYP2C9 act: 1; PLK1 PBD inh: -1

Results for CCOC(=O)C1CCN(C(=O)CN(c2cccc(C(F)(F)F)c2)S(C)(=O)=O)CC1 ?
Candida biofilm: 7; Rev-RRE block: 10; LYP inh 2: 6; CYP2C9 inhib: -28; PLK1 kinase inh: -2; EphB4 ephrin blk: 3; LYP act: -4; CYP2C9 act: 1.3; PLK1 PBD inh: -3

How did CCOc1ccc(NC(=O)CCN2CCN(c3ccccc3OC)CC2)cc1 do in these assays?
Candida biofilm: -1; Rev-RRE block: 0; LYP inh 2: -3; CYP2C9 inhib: 17; PLK1 kinase inh: -2; EphB4 ephrin blk: 6; LYP act: 1; CYP2C9 act: 0.8; PLK1 PBD inh: -8

Results for Brc1cc(Br)c2nc(-c3ccc(N4CCOCC4)cc3)ccc2c1 ?
Rev-RRE block: 2; CYP2C9 inhib: 8; PLK1 kinase inh: -17; EphB4 ephrin blk: -2; CYP2C9 act: 0.9; PLK1 PBD inh: 8

What do the screens show for `CC(=O)N1CCC2(CC1)CC(=O)c1cc(OCC(=O)NCc3ccco3)ccc1O2`?
Rev-RRE block: 8; LYP inh 2: -9; CYP2C9 inhib: -31; PLK1 kinase inh: -10; EphB4 ephrin blk: 5; LYP act: 5; CYP2C9 act: 1.3; PLK1 PBD inh: 5

How did C=CCc1ccc(OCC(O)COc2ccc(CC=C)cc2OC)c(OC)c1 do in these assays?
Candida biofilm: 2; Rev-RRE block: 3; LYP inh 2: -4; CYP2C9 inhib: 93*; PLK1 kinase inh: -4; EphB4 ephrin blk: 2; LYP act: 8; CYP2C9 act: 0.1; PLK1 PBD inh: -16

Results for Nc1nc(CN2CCCCCC2)nc(Nc2ccc(F)cc2)n1 ?
Candida biofilm: 11; Rev-RRE block: 4; LYP inh 2: -3; CYP2C9 inhib: 3; PLK1 kinase inh: -5; EphB4 ephrin blk: 6; LYP act: 1; CYP2C9 act: 1; PLK1 PBD inh: -1

How did CCn1c(C)nc2cc(C(=O)OC(C(F)(F)C(F)F)C(F)(F)C(F)F)ccc21 do in these assays?
Candida biofilm: 8; Rev-RRE block: 12; LYP inh 2: -1; CYP2C9 inhib: 54*; PLK1 kinase inh: -3; EphB4 ephrin blk: 4; LYP act: 3; CYP2C9 act: 0.5; PLK1 PBD inh: 20

Random excerpt: 2 entries already listed, in no set order.
Results for O=C(CCCCn1c(=O)[nH]c2ccccc2c1=O)NCc1ccc2c(c1)OCO2 ?
Candida biofilm: -5; Rev-RRE block: 3; LYP inh 2: -6; CYP2C9 inhib: 69*; PLK1 kinase inh: -14; EphB4 ephrin blk: 2; LYP act: 4; CYP2C9 act: 0.3; PLK1 PBD inh: -16

Results for Nc1nc(CN2CCCCCC2)nc(Nc2ccc(F)cc2)n1 ?
Candida biofilm: 11; Rev-RRE block: 4; LYP inh 2: -3; CYP2C9 inhib: 3; PLK1 kinase inh: -5; EphB4 ephrin blk: 6; LYP act: 1; CYP2C9 act: 1; PLK1 PBD inh: -1

Further compounds:
Results for Clc1ccc(-c2nnc(CCc3ccccc3)o2)c(Cl)c1 ?
Rev-RRE block: 9; LYP inh 2: 9; CYP2C9 inhib: -18; PLK1 kinase inh: -9; EphB4 ephrin blk: -2; LYP act: -4; CYP2C9 act: 1.2; PLK1 PBD inh: -14

What do the screens show for `O=C(NCC1CCCCC1)C12CN(Cc3ccccc3)CC1C(c1cccc([N+](=O)[O-])c1)=NO2` (stereo not drawn)?
Rev-RRE block: 7; LYP inh 2: 2; CYP2C9 inhib: 23; PLK1 kinase inh: -7; EphB4 ephrin blk: 10; LYP act: -5; CYP2C9 act: 0.8; PLK1 PBD inh: -35

Results for CCn1c(CNc2ccc(F)cc2)nnc1SCC(=O)N1CCCc2ccccc21 ?
Candida biofilm: 9; Rev-RRE block: 5; LYP inh 2: 6; CYP2C9 inhib: -29; PLK1 kinase inh: -10; EphB4 ephrin blk: 3; LYP act: -7; CYP2C9 act: 1.3; PLK1 PBD inh: -8

Results for CCc1c(C(=O)Nc2ccc(OC)cc2)[nH]c(C)c1C(C)=O ?
Candida biofilm: 6; Rev-RRE block: 1; LYP inh 2: 0; CYP2C9 inhib: 14; PLK1 kinase inh: -9; EphB4 ephrin blk: -4; LYP act: -3; CYP2C9 act: 0.9; PLK1 PBD inh: -17

What do the screens show for `COc1ccc(C(=O)Nc2ccc(Cl)cc2C(=O)NCc2ccco2)cc1OC`?
Candida biofilm: 6; Rev-RRE block: 2; LYP inh 2: 3; CYP2C9 inhib: 63*; PLK1 kinase inh: -8; EphB4 ephrin blk: -1; LYP act: -3; CYP2C9 act: 0.4; PLK1 PBD inh: -1

How did CC1(C(=O)O)CC(C)(C(=O)O)CC(C)(C(=O)O)C1 (stereo not drawn) do in these assays?
Candida biofilm: 8; Rev-RRE block: 0; LYP inh 2: 2; CYP2C9 inhib: -22; PLK1 kinase inh: 1; EphB4 ephrin blk: -6; LYP act: -2; CYP2C9 act: 1.2; PLK1 PBD inh: -8

How did CCOC(NC(=O)c1ccccc1)C(NC(=O)c1ccccc1)OCC (stereo not drawn) do in these assays?
Candida biofilm: 6; Rev-RRE block: 7; LYP inh 2: 7; CYP2C9 inhib: 16; PLK1 kinase inh: -6; EphB4 ephrin blk: 0; LYP act: -11; CYP2C9 act: 0.8; PLK1 PBD inh: -8

Results for CCn1c(COc2cccc(OC)c2)nnc1SCC(=O)Nc1ccccc1C(=O)OC ?
Candida biofilm: 9; Rev-RRE block: 4; LYP inh 2: -6; CYP2C9 inhib: 7; PLK1 kinase inh: -2; EphB4 ephrin blk: -3; LYP act: 6; CYP2C9 act: 0.9; PLK1 PBD inh: -5

Results for O=C1CC(c2ccccc2)CC(O)=C1C=NCCN1CCN(C(=S)Nc2cccc(Cl)c2)CC1 (stereo not drawn) ?
Candida biofilm: 14; Rev-RRE block: 2; LYP inh 2: 6; CYP2C9 inhib: 47; PLK1 kinase inh: -10; EphB4 ephrin blk: 1; LYP act: -6; CYP2C9 act: 0.5; PLK1 PBD inh: -1

How did c1ccc2c(c1)OC(CCCN1CCCCC1)c1ccccc1S2 (stereo not drawn) do in these assays?
Candida biofilm: -1; Rev-RRE block: 2; LYP inh 2: -10; PLK1 kinase inh: -8; EphB4 ephrin blk: -3; LYP act: 9; PLK1 PBD inh: -24

Part of the list above in order of molar mass, highest first:
Results for CCn1c(CNc2ccc(F)cc2)nnc1SCC(=O)N1CCCc2ccccc21 ?
Candida biofilm: 9; Rev-RRE block: 5; LYP inh 2: 6; CYP2C9 inhib: -29; PLK1 kinase inh: -10; EphB4 ephrin blk: 3; LYP act: -7; CYP2C9 act: 1.3; PLK1 PBD inh: -8

How did CCn1c(C)nc2cc(C(=O)OC(C(F)(F)C(F)F)C(F)(F)C(F)F)ccc21 do in these assays?
Candida biofilm: 8; Rev-RRE block: 12; LYP inh 2: -1; CYP2C9 inhib: 54*; PLK1 kinase inh: -3; EphB4 ephrin blk: 4; LYP act: 3; CYP2C9 act: 0.5; PLK1 PBD inh: 20

How did CC1(C(=O)O)CC(C)(C(=O)O)CC(C)(C(=O)O)C1 (stereo not drawn) do in these assays?
Candida biofilm: 8; Rev-RRE block: 0; LYP inh 2: 2; CYP2C9 inhib: -22; PLK1 kinase inh: 1; EphB4 ephrin blk: -6; LYP act: -2; CYP2C9 act: 1.2; PLK1 PBD inh: -8

Compound activity deposited in PubChem by several laboratories.
